# Apoferritin bind: binds horse apoferritin like a general anesthetic | Potency, µM (doses to about 77.5 µM), inactives show top-dose activity change, negative = displacement, actives largely listed as inhibitors | 0.074% of 350,000 active | P02791 | apoferritin/1-aminoanthracene competitive binding, fluorescence | AID 485281; further: potency means the concentration at half of the fitted maximal effect; on the % scale 0 is the no-effect control and ±100 the full control effect; nearly all actives have a fitted effect of over 20% in size
# Target sequence (P02791 2-175 limits assumed): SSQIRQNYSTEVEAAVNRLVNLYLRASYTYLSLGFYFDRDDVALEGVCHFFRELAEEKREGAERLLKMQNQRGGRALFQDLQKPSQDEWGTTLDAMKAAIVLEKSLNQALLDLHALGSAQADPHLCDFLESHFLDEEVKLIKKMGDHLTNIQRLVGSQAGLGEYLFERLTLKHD
#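 Probe: 1-aminoanthracene (50% saturated, PBS). Protein: horse-spleen apoferritin, 10 uM. Incubation: 10 min, room temperature. Detection: 380 nm excitation, 535 nm emission. Analysis: normalized response, four-parameter Hill.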
# Pol beta inh: DNA polymerase beta (human) inhibition. 1.3% of 340,000 active. Potency, µM (highest dose often 114 µM), for the others: at the highest dose activity change, negative = inhibition, hits mostly inhibitors. P06746. Pol beta primer extension/strand displacement, fluorescence kinetic; further: potency means the concentration at half of the fitted maximal effect; on the % scale 0 is the no-effect control and ±100 the full control effect
#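 Pol beta (10 nM) was preincubated with compound for 15 min at room temperature. The reaction was then started with 50 nM substrate and read immediately and after a further 10 min at room temperature.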
# Pol eta inh: DNA polymerase eta (human) inhibition | Q9Y253 | recombinant Pol eta, fluorescent DNA replication assay | Potency, µM (doses to about 114 µM), without a hit: at the highest dose activity change, negative = inhibition, hits mostly inhibitors | 1.2% of 390,000 active | AID 588591; further: potency means the concentration at half of the fitted maximal effect; on the % scale 0 is the no-effect control and ±100 the full control effect
#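 Pol eta (10 nM) was preincubated with compounds for 15 min at room temperature, after which fluorescent replication substrate (50 nM final) was added to start the reaction. Fluorescence was read kinetically at 0 and 10 min.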
# Pol kappa inh: DNA polymerase kappa (human) inhibition | Q9UBT6 | purified Pol kappa, fluorescent DNA synthesis assay, 10 min | Potency, µM (highest dose often 107 µM), inactives show top-dose activity, negative = inhibition, hits mostly inhibitors | 0.53% of 400,000 active | AID 588579; further: potency means the concentration at half of the fitted maximal effect; on the % scale 0 is the no-effect control and ±100 the full control effect
# Target sequence (Q9UBT6 whole entry, looked up): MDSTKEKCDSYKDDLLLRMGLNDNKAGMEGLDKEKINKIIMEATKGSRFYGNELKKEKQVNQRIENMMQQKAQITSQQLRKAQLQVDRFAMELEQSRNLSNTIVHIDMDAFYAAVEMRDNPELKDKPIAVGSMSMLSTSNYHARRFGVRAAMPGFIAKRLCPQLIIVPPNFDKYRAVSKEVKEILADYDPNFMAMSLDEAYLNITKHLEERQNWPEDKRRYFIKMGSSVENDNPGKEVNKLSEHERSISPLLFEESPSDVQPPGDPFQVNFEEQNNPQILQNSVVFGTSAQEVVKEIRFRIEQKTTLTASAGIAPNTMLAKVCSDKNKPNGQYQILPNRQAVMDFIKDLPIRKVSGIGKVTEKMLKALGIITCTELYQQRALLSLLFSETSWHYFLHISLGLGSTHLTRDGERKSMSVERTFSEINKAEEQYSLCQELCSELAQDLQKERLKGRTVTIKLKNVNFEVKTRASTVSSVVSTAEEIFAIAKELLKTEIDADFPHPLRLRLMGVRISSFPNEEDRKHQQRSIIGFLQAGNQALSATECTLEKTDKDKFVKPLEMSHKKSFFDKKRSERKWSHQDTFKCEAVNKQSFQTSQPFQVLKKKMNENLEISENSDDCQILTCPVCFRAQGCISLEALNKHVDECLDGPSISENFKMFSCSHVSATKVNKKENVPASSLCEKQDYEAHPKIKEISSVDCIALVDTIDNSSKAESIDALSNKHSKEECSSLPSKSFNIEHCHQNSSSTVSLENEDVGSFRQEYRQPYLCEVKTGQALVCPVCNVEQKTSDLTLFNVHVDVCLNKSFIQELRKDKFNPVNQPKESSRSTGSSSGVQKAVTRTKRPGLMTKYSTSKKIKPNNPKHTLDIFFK
#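 10 nM Pol kappa preincubated 15 min at room temperature with compounds, then reaction started with substrate at 50 nM final. Fluorescence read kinetically at 0 and 10 min; buffer-only wells served as negative control.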
# GRP78 ERSR act: ER stress response induction in glioma | U87-MG GRP78 promoter luciferase reporter, 16 h | Potency, µM, for the others: top-dose activation, actives largely listed as activators | AID 602332 | 0.02% of 420,000 active; further: potency means the concentration at half of the fitted maximal effect; series mostly up to about 76 µM; % of control where 0% means no effect; nearly all actives have a fitted effect of over 35% in size
#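 Stably transfected U87-MG glioma cells carrying a GRP78-based luciferase sensor; 16 h compound incubation. Luminescence end-point read 10 min after Bright-Glo addition at room temperature.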
# APEX1 inh: APE1 (human) endonuclease inhibition. P27695. recombinant APE1, TAMRA/BHQ-2 abasic DNA cleavage fluorescence. Potency, µM (top dose mostly 65.8 µM), for the others: at the highest dose activity change, negative = inhibition, usual class: inhibitors. 0.35% of 350,000 active. AID 2517;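 further: potency means the concentration at half of the fitted maximal effect; plate controls were vehicle for no effect and reference inhibitor for full effect; nearly all actives have a fitted effect of over 55% in size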
#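 Incision of a quenched TAMRA/BHQ-2 THF abasic-site duplex (50 nM) by 0.75 nM APE1, after 15 min compound preincubation, measured as fluorescence increase over three 60 s reads. Values normalized to buffer, DMSO and NSC13755 control wells.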
# LDHA block: inhibitors of human lactate dehydrogenase A | activity change, % (values are at about 110 or 230 µM) | purified LDHA, NADH/diaphorase-resazurin fluorescence; stronger effect = lower value | P00338 | 0.15% of 480,000 active; in the data active means activity change below about -30%; inconclusive means mostly about -25% to -30%;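 further: plate controls were DMSO wells for no effect and wells without enzyme for full effect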
#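 Human LDH5 (2 nM) was incubated with 0.06 mM NADH and 0.2 mM pyruvate for 5 min at room temperature in Tris pH 7.4. Remaining NADH was coupled through diaphorase/resazurin, and resorufin fluorescence was read at 0 and 20 min.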
# POLI inh: DNA polymerase iota (human) inhibition; Q9UNA4; Pol iota fluorescent replication assay, 10 min; Potency, µM (series often up to 115 µM), for the others: top-dose activity, negative = inhibition, usual class: inhibitors; 1% of 390,000 active; AID 588590; further: potency means the concentration at half of the fitted maximal effect
#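 Pol iota at 10 nM preincubated 15 min with compounds at room temperature; reaction started with fluorescent substrate, 50 nM final. Fluorescence read kinetically at 0 and 10 min; buffer-only wells as negative control.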
# BLM inh: blocks DNA unwinding by human BLM helicase. P54132. recombinant BLM DNA unwinding, fluorescence dequenching. Potency, µM (top dose mostly 56.1 µM), for inactives: top-dose activity change, negative = inhibition, hits mostly inhibitors. 0.2% of 350,000 active. AID 2528;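 further: potency means the concentration at half of the fitted maximal effect; plate controls were vehicle for no effect and no enzyme for full effect; nearly all actives have a fitted effect of over 35% in size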
# Starred values were filed as active, the others as inactive; ? = inconclusive; · = no result given; & = joins results of further samples; [ ] = another dose, or the depositor's remark. Unless noted, the call rests on the fitted dose curve; in most records, active means well fitted curve in the direction sought with a large enough effect; inconclusive means small, poorly fitted or top-dose-only effect, or another doubt; inactive means no such curve, though single readings can be large; an effect the other way counts as inactive or inconclusive. An excerpt; the hit share may differ from the screen's.
SMILES,Apoferritin bind,Pol beta inh,Pol eta inh,Pol kappa inh,GRP78 ERSR act,APEX1 inh,LDHA block,POLI inh,BLM inh
N#Cc1ccc(COC(=O)Cn2nnc(-c3ccccc3)n2)cc1,-15.2%,-0.2%,1.3%,-11.5%,-2.1%,2.3%,-4.5,5.5%,3.5%
O=C(NCCCl)Nc1ccccc1OCCOc1ccccc1NC(=O)NCCCl,-3.6%,32.9%,-6.9%,2.8%,-1.1%,-9.7%,-7.9,126.4%[activator],2.8%
Cc1ccc(S(=O)(=O)NCCn2nc(C)nc2C)cc1,-0.8%,-23.0%,-19.2%,-4.1%,8.2%,55.3%[activator],-3.2,24.5%,1.7%
CN(C)C1=NCCN1CCc1ccccc1,·,·,-15.5%,8.1%,-1.3%,-2.5%,0.4,10.2%,·
O=C(O)CCC(=O)Nc1ccc(N2CCCCC2)c(C(=O)O)c1,-7.5%,-6.1%,-6.3%,-8.3%,-4.9%,2.2%,-0.1,12.1%,-1.4%
COC(=O)c1cccc(NC(=O)/C=C/c2ccc([N+](=O)[O-])cc2)c1,-16.2%,22.8%,-14.9%,-8.6%,-5.3%,14.3%,-2.4,131.1%[activator],-11.6%
Cc1csc(NC(=O)CN2C(=O)c3ccccc3S2(=O)=O)n1,-0.3%,10.8%,-2.1%,-14.7%,0.4%,4.0%,-3.1,-13.1%,-13.6%
O=C(CCn1c(=O)c2cccn2c2cccnc21)Nc1ccccc1Br,-10.2%,-4.9%,-9.9%,2.7%,1.3%,·,-22.1,-11.2%,1.7%
COc1ccccc1OCC(O)Cn1c(=N)n(CCN2CCCCC2)c2ccccc21 (stereo unspecified),-11.3%,-1.7%,-7.1%,-13.9%,-0.4%,5.5%,-10.7,5.8%,-4.7%
O=C(NC1CCCC(C(F)(F)F)C1)c1ccc([N+](=O)[O-])o1 (stereo unspecified),·,·,-16.9%,14.5%,-15.5%,-10.6%,3.9,24.3%,·
COc1ccc(-c2noc(CN(C)S(=O)(=O)c3ccc(C)cc3)n2)cc1,5.4%,-0.5%,2.2%,-19.6%,-4.0%,-9.9%,-5.4,-2.2%,-7.5%
CC(C)Cc1nnc(NC(=O)CCC(=O)Nc2ccc(F)cc2)s1,-4.4%,2.4%,-5.5%,-27.4%,-0.8%,8.2%,-8.1,12.9%,-1.5%
O=C(NCCOc1ccc(Cl)cc1)c1ccc2c(c1)OCCO2,·,·,-5.1%,-5.5%,0.8%,-2.0%,-5.6,-17.9%,·
COc1ccc(Cl)cc1C(=O)n1nc(C)cc1C,-18.3%,34.7%,-15.4%,-10.2%,-4.1%,17.6%,-4.2,4.8%,-1.6%
CC(C)NC(=O)[C@@H]1CSC2c3ccccc3C(=O)N21 (stereo partly specified),-12.3%,3.2%,-14.8%,0.0%,-2.7%,27.6%,-6.5,31.8%,-3.7%
O=S(=O)(NC(=NC1CCCCC1)c1ccccc1F)c1ccccc1,-5.2%,0.9%,-3.0%,-4.8%,-3.5%,-12.5%,-1.5,47.4%[activator],-1.8%
CN1CCN(C(=O)c2cnn3c(C(F)F)cc(C4CC4)nc23)CC1,7.3%,-16.7%,-1.1%,-6.8%,-3.0%,-2.8%,-3.9,6.7%,-3.3%
CN(CCOC(=O)c1ccco1)Cc1ccccc1,-1.2%,-5.2%,-14.2%,-0.9%,-5.3%,3.5%,-2.4,?,1.4%
O=C(CS(=O)(=O)c1ccccc1)NCc1ccc(Cl)cc1,-6.9%,21.9%,-3.5%,4.6%,-3.4%,-14.3%,-2.0,-16.7%,-1.0%
COCc1cc(C)nc2c1C(=O)NC(c1ccc(NC(C)=O)cc1)N2Cc1ccccc1 (stereo unspecified),1.5%,12.6%,-14.4%,-2.6%,-0.1%,·,-6.7,-2.6%,-7.1%
C=CCn1c(SCC(=O)NCc2ccccc2)nnc1C1CCCCC1,-19.5%,18.8%,-11.1%,3.9%,-2.8%,-0.3%,2.1,-18.0%,-0.6%
COc1ccc(-n2ncc(C(=O)N3CCN(c4ccc(F)cc4)CC3)c2C)cc1,-3.9%,5.3%,-10.8%,5.7%,-3.4%,-0.9%,-4.2,32.6%[activator],-6.0%
COCCNC(=O)c1ccccc1NC(=O)Cc1ccccc1,-5.5%,25.6%,8.7%,-8.4%,-1.4%,-7.3%,-6.0,12.3%,0.3%
Cc1ccc(C)c(OCCOCCN2CCOCC2)c1,1.5%,-20.2%,-7.0%,-3.7%,-2.9%,-3.7%,-9.7,-3.0%,-1.0%
CCOC(=O)c1ccccc1NC(=O)Cn1c(=O)n(Cc2ccc(C(=O)NCc3ccc4c(c3)OCO4)cc2)c(=O)c2ccccc21,-6.6%,-20.7%,-8.6%,-3.3%,-4.8%,·,3.2,0.3%,-5.2%

# The final four records of the section before open the next one.
SMILES,Apoferritin bind,Pol beta inh,Pol eta inh,Pol kappa inh,GRP78 ERSR act,APEX1 inh,LDHA block,POLI inh,BLM inh
COc1ccc(-n2ncc(C(=O)N3CCN(c4ccc(F)cc4)CC3)c2C)cc1,-3.9%,5.3%,-10.8%,5.7%,-3.4%,-0.9%,-4.2,32.6%[activator],-6.0%
COCCNC(=O)c1ccccc1NC(=O)Cc1ccccc1,-5.5%,25.6%,8.7%,-8.4%,-1.4%,-7.3%,-6.0,12.3%,0.3%
Cc1ccc(C)c(OCCOCCN2CCOCC2)c1,1.5%,-20.2%,-7.0%,-3.7%,-2.9%,-3.7%,-9.7,-3.0%,-1.0%
CCOC(=O)c1ccccc1NC(=O)Cn1c(=O)n(Cc2ccc(C(=O)NCc3ccc4c(c3)OCO4)cc2)c(=O)c2ccccc21,-6.6%,-20.7%,-8.6%,-3.3%,-4.8%,·,3.2,0.3%,-5.2%
CCN1/C(=C/C(C)=O)Sc2ccc(OC)cc21,-21.4%,25.4%,-7.6%,-10.6%[60.1 µM],-4.1%&-0.7%&-1.5%&-3.2%,-4.3%&2.5%&2.0%,-0.1&-0.7&-1.5,?,0.3%
CC(Nc1c([N+](=O)[O-])c(=O)oc2ccccc12)c1ccccc1 (stereo unspecified),-2.1%,-12.9%,-13.5%,-0.8%,-1.3%,3.4%,-1.6,8.3%,-1.8%
C[C@@H](C(=O)N1CCN(C(=O)OC(C)(C)C)CC1)n1cc(CCC(=O)O)nn1,-2.8%,1.5%,-11.2%,-15.4%,-2.5%,1.2%,-7.4,-1.5%,1.4%
COc1cccc(C(=O)Nc2ccc3nc(SCC(=O)N4CCOCC4)sc3c2)c1,-3.2%,-3.6%,-9.9%,-10.6%,-7.0%,·,-0.2,29.7%,1.3%
CC(C)(O)C#Cc1ccc(C(=O)N2CCC(CCC(=O)NC3CC3)CC2)cc1,-4.7%,8.9%,-19.8%,-6.4%,-3.8%,16.7%,-14.4,28.0%,-2.5%
COc1ccc(S(=O)(=O)N(C)CC(=O)N2CCCC2)cc1,-5.4%,5.1%,-10.5%,-14.6%,-1.0%,-9.7%,-7.4,100.9%[activator],1.6%
CC(C)CCN1CCC(Cc2ccccc2)(NC(=O)c2ccccc2)C1=O (stereo unspecified),·,·,-24.6%,-2.8%,-0.8%,5.4%,-5.2,42.1%[activator],·
COc1ccc(-n2cc(C(=O)Nc3ccccc3C#N)c3ccccc3c2=O)cc1,3.7%,12.2%,-17.3%,-4.4%,-2.4%,·,0.7,5.3%,-3.1%
CN=c1scc(-c2c[nH]c3ccccc23)n1C,?,-2.3%,-8.8%,-7.5%,-3.2%,1.0%,-14.5,36.0%[activator],-0.5%
CN1CCN(c2nnc(-c3ccccc3)c(-c3ccccc3)n2)CC1,-5.6%,-14.8%,-10.6%,1.7%,2.6%,3.2%,-1.8,18.0%,0.6%
Cc1ccc(C2=NN(C)c3nc4ccccc4n3C2)cc1,3.2%,5.1%,-2.4%,-15.7%,4.9%,-1.6%,-0.6,7.4%,-3.9%
Cc1ccc2sc(-c3ccc(NC(=O)CCN4C(=O)c5ccccc5C4=O)cc3)nc2c1,8.0%,41.8%,·,·,·,25.8%,·,·,-12.1%
COc1ccc(C(=O)/C=C/Nc2cccc(C)n2)cc1OC,59.3%[activator],78.2%,-10.7%,-7.0%,-9.8%,-8.7%,0.1,4.2%,-13.0%
CC1(C)c2ccccc2N(CC(N)=O)C12C=Cc1ccccc1O2 (stereo unspecified),-2.5%,5.8%,-10.1%,-15.6%,8.8%,2.5%,1.1,-23.2%,-5.3%
CCCCNc1cc(=O)n(C)c(=O)n1C,-11.3%,12.2%,-2.6%,0.7%,-1.4%,-4.5%,-8.0,-0.1%,-0.9%
NC1=Nc2cccc3cccc1c23,85.8%[activator],2.2%,-1.4%,-23.6%,-5.6%,-9.0%,7.1,287.8%[activator],3.0%
N#Cc1ccc(/C=C2\CCn3c2nc2cc(C(=O)O)ccc2c3=O)cc1,7.4%,7.4%,-14.4%,-1.8%,-7.8%,10.4%,-1.9,?,-7.2%
COc1ccc(CNC(=O)c2cnc3n(c2=O)CCS3)cc1,3.3%,9.6%,-7.3%,1.2%,-1.9%,2.1%,-3.2,-17.6%,4.1%
Cc1cc(-c2ccccc2)[nH]c(=O)c1S(=O)(=O)c1ccc(Cl)cc1,-1.0%,4.4%,13.5%,1.6%,-7.5%,4.0%,-6.5,22.4%,-2.7%
CC1CCCCN1S(=O)(=O)c1ccc(C(=O)Nc2nnc(C3=COCCO3)o2)cc1 (stereo unspecified),-15.1%,7.2%,-24.0%,-14.0%,2.2%,-11.5%,-6.7,25.2%,-8.8%
Cc1ccc(C(=O)c2ccc(C(F)(F)F)cc2)cc1,-8.8%,12.4%,·,·,·,3.0%,·,·,-1.8%
N#CCC(=O)N/N=C\c1ccc(OC/C=C/c2ccccc2)cc1,?,?,7.8%,-10.8%,7.2%,1.0%,-4.7,?,-4.7%
